GlmU inhibition: inhibition of mycobacterial GlmU enzyme – biochemical, glucosamine-1-phosphate acetyltransferase (AID 1376); M. tuberculosis GlmU acetyltransferase enzyme assay; higher % means a stronger effect; inhibition, %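 (tested at 30 µM in the primary screen)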, or IC50 in µM where a hit was titrated; hit rate 0.25% among 220,000; in the data active = inhibition above about 13%;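 note: 0% = complete reaction with vehicle and 100% = reaction without substrate; strong numbers were not always called active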
Mtb RmlCD inh: blocks M. tuberculosis RmlC and RmlD coupled enzymes | P9WH09+P9WH11 | RmlC+RmlD coupled enzyme assay, percent inhibition; primary screen in compound mixtures | inhibition, % at 3.6 µM | hit rate 0.03% among 160,000; in the data active = inhibition mostly above about 34%, no sharp cut-off; note: some results filed as inactive read as strong as hits
Target sequence (P9WH09 whole entry, looked up): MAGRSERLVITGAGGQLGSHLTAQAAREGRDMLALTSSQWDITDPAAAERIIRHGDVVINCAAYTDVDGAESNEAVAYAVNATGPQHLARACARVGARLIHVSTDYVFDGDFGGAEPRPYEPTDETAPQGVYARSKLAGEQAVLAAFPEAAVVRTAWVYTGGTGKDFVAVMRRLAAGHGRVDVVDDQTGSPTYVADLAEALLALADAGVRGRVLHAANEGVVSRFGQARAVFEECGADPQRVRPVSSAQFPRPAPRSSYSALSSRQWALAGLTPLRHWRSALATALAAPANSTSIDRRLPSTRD
Target sequence (P9WH11 whole entry, looked up): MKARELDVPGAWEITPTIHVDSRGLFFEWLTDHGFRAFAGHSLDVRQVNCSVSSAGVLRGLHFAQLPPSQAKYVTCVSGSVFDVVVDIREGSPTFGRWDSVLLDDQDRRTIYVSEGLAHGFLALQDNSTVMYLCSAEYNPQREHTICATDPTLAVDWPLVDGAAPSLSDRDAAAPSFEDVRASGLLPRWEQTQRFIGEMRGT
An asterisk follows results filed as active. Not all compounds are listed. The share of hits here may be higher or lower than overall.

The opening 2 entries, ahead of the listing:
`O=C(CSc1ncn[nH]1)Nc1cccc(S(=O)(=O)N2CCCCCC2)c1` gave GlmU inhibition 2.2% and Mtb RmlCD inh 6.
For COc1cccc2c1C(=O)O/C2=C/c1ccc2c(c1)OCO2 the results were GlmU inhibition 2.0% and Mtb RmlCD inh -1.

Main list (from the top)
`O=C(CSc1ncn[nH]1)Nc1cccc(S(=O)(=O)N2CCCCCC2)c1` gave GlmU inhibition 2.2% and Mtb RmlCD inh 6.
For COc1cccc2c1C(=O)O/C2=C/c1ccc2c(c1)OCO2 the results were GlmU inhibition 2.0% and Mtb RmlCD inh -1.
Screening O=C(NC(=S)NC1CC1)c1cccnc1 returned GlmU inhibition 5.6%.
`Cc1cccc(OCC(=O)Nc2cc(C)on2)c1` gave GlmU inhibition 1.2%.
O=C(O)c1cc(/C=C/C(=O)c2cc(F)ccc2O)c2c(c1)COCO2 was read as GlmU inhibition -2.6% and Mtb RmlCD inh -7.
`COc1ccccc1NC(=O)Nc1cccnc1` gave GlmU inhibition 2.0% and Mtb RmlCD inh -9.
`NC(=O)CC[C@@H]1NC(=O)[C@@H]2CCCN2C(=O)c2cc([N+](=O)[O-])cc(F)c2NCCC[C@@H](C(N)=O)NC1=O` gave GlmU inhibition 2.6%.
`Cc1nn(Cc2ccc(F)cc2)c(C)c1NC(=O)c1cc2ncc(Br)cn2n1` gave GlmU inhibition 10% and Mtb RmlCD inh 6.
Screening COc1ccc2c(c1)c(C(=O)CN1CCN(C(=O)c3ccco3)CC1)c(C)n2C returned GlmU inhibition 3.7%.
COc1ccc(CCNC(=O)C2CCN(S(C)(=O)=O)CC2)cc1 was read as GlmU inhibition -0.3% and Mtb RmlCD inh 8.
O=C(CSc1ccccc1)N1CCC2(CC1)OCCO2 was read as GlmU inhibition -0.8% and Mtb RmlCD inh 5.
`CCCN(C(=O)CSc1cc(-c2ccccc2)c2ccc(OC)cc2n1)C1CCS(=O)(=O)C1` (centres undefined) gave GlmU inhibition -2.8% and Mtb RmlCD inh 12.
`Cc1ccc(C(C(=O)NC(C)(C)C)N(CCCN2CCOCC2)C(=O)c2ccc(-c3ccccc3)[nH]2)o1` (centres undefined) gave GlmU inhibition 0.2% and Mtb RmlCD inh 8.
O=C(CCC(=O)OCC(=O)c1ccc(Cl)cc1)NC1CCCCC1 was read as GlmU inhibition 3.2% and Mtb RmlCD inh 5.
For CO/N=C\CC(=O)Nc1ccc(Cl)c(Cl)c1 the results were GlmU inhibition 1.1% and Mtb RmlCD inh 15.
CCOC(=O)c1c(/N=C/C2=C(O)CC(C)(C)CC2=O)sc(C(C)=O)c1C was read as GlmU inhibition 1.5% and Mtb RmlCD inh 3.
CCCC1=C(C(=O)OCC)C2(C(=O)Nc3ccc(C)cc32)C(C#N)=C(N)O1 (centres undefined) was read as GlmU inhibition -6.0% and Mtb RmlCD inh -7.
Cc1cc(NS(=O)(=O)c2ccc(NC(=O)/C=C/c3ccco3)cc2)nc(C)n1 was read as GlmU inhibition 3.2% and Mtb RmlCD inh 10.
For Cc1nc2ccc(NC(=O)NCCO)cc2s1 the results were GlmU inhibition 3.2%.
Screening Cc1cc(/C=N/NC(N)=S)c(C)n1-c1ccc(Cl)cc1 returned GlmU inhibition -4.8% and Mtb RmlCD inh -6.
CCC(=O)n1nc(-c2ccc(Cl)cc2)nc1N was read as GlmU inhibition 4.4% and Mtb RmlCD inh -7.
Screening CC(C)COC(=O)CCNc1n[nH]c(=O)[nH]c1=O returned GlmU inhibition 1.4%.
Cc1cc(S(=O)(=O)Nc2ccc(F)cc2)c(C)s1 was read as GlmU inhibition 2.5%.
CCCC(CCC)C(=O)OC1C[C@H]2CC[C@@H](C1)[N+]2(C)C (some centres undefined) was read as GlmU inhibition 4.4%.

Reprinted from the part before: 2 compounds, then new ones.
Cc1cc(S(=O)(=O)Nc2ccc(F)cc2)c(C)s1 was read as GlmU inhibition 2.5%.
CCCC(CCC)C(=O)OC1C[C@H]2CC[C@@H](C1)[N+]2(C)C (some centres undefined) was read as GlmU inhibition 4.4%.
`CCCCC(=O)Nc1cc2nn(-c3ccc(OC)cc3)nc2cc1C` gave GlmU inhibition -1.8%.
`COc1ccc(CN2CCN(CCC(C)C)C(CCO)C2)cc1Cn1cncn1` (centres undefined) gave GlmU inhibition -5.6% and Mtb RmlCD inh 46.
`CC(C)c1nc(SCC(=O)N2CCCc3ccccc32)c2c(=O)n(C)c(=O)n(C)c2n1` gave GlmU inhibition -3.2% and Mtb RmlCD inh 8.
`COC(=O)C1=C(C)NC(=O)/C1=C\c1ccco1` gave GlmU inhibition -5.8% and Mtb RmlCD inh 9.
For CCOC(=O)c1sc2ncnc(NCC(c3cccs3)N(C)C)c2c1C (centres undefined) the results were GlmU inhibition 2.1%.
`COc1ccc(OCC(=O)Nc2cc(-c3nn(C)c(=O)c4ccccc34)ccc2OC)cc1` gave GlmU inhibition -3.0% and Mtb RmlCD inh -6.
For CSc1ncc(Cl)c(C(=O)NCc2ccc3c(c2)OCO3)n1 the results were GlmU inhibition -2.7% and Mtb RmlCD inh 11.
For CN(C)S(=O)(=O)N(CC(=O)Nc1ccc2ccccc2c1)c1ccccc1 the results were GlmU inhibition 2.2%.
`COc1cccc(NC(=S)N(CCCN2CCC(C)CC2)Cc2cccs2)c1` gave GlmU inhibition -5.1% and Mtb RmlCD inh -1.
Screening O=C(CSC1=NCCN1)NC12CC3CC(CC(C3)C1)C2 returned GlmU inhibition -5.0%.
`Cc1ccc(CC2C(=O)N(c3cc(Cl)ccn3)C(=O)C2C)cc1` (centres undefined) gave GlmU inhibition -3.1%.
O=c1cccc(-c2ccc(Br)cc2)o1 was read as GlmU inhibition 0.1% and Mtb RmlCD inh 10.
Screening CCc1ccc(-n2c(=O)c3c(C)c(C)sc3n(CC(=O)NCC3CCCO3)c2=O)cc1 (centres undefined) returned GlmU inhibition -4.2% and Mtb RmlCD inh -11.
For CC(=O)N1c2ccc3ccccc3c2C2C=CCC2C1c1ccc(Br)cc1 (centres undefined) the results were GlmU inhibition 1.8% and Mtb RmlCD inh 7.
For Cc1c(NC(=O)c2c(N)n(-c3ccccc3)c3nc4ccccc4nc23)c(=O)n(-c2ccccc2)n1C the results were GlmU inhibition -1.2% and Mtb RmlCD inh 8.
For CC(C)C[C@H](NC(=O)Nc1cccc(C(F)(F)F)c1)C(=O)O the results were GlmU inhibition 1.2% and Mtb RmlCD inh -2.
O=C(Cc1ccccc1)N/N=C/c1ccccc1OCc1ccc(Cl)cc1 was read as GlmU inhibition 2.6% and Mtb RmlCD inh -2.
For O=[N+]([O-])c1cc(C(F)(F)F)cc([N+](=O)[O-])c1NN=C1CCCCC1 the results were GlmU inhibition 0.1% and Mtb RmlCD inh 5.
Screening O=C(CCCOc1ccc(Cl)cc1Cl)NNC(=O)c1ccc(NC(=O)c2ccccc2)cc1 returned GlmU inhibition 2.2% and Mtb RmlCD inh 4.
Screening COc1ccc(OC)c(C(=O)CN2C(=O)NC(C)(c3ccccc3)C2=O)c1 (centres undefined) returned GlmU inhibition 0.4%.
For CC(=O)c1ccc(OC(=O)C(CCS(C)(=O)=O)N2C(=O)c3ccccc3C2=O)cc1 (centres undefined) the results were GlmU inhibition -1.0% and Mtb RmlCD inh -5.
Screening CCc1ccc(N2C(=O)CN(Cc3cccs3)C2=S)cc1 returned GlmU inhibition -0.4% and Mtb RmlCD inh -6.
Cc1ccsc1/C=N/NC(=O)CO was read as GlmU inhibition 2.3% and Mtb RmlCD inh 11.
For C/C=C/C(=O)OCC(=O)Nc1nc2ccc(C)cc2s1 the results were GlmU inhibition 0.3%.
For Cc1c(NC(=O)c2cc3c(s2)CCCC3)c(=O)n(-c2ccccc2)n1C the results were GlmU inhibition -1.1% and Mtb RmlCD inh -11.
CN1C(=O)CC(C(=O)O)SC1=Nc1cc(Cl)cc(Cl)c1 (centres undefined) was read as GlmU inhibition -3.6% and Mtb RmlCD inh -7.
`Cc1occc1C(=O)NNC(=O)Cc1ccccc1` gave GlmU inhibition 1.6% and Mtb RmlCD inh 16.
Screening CCOC(=O)c1ccccc1NC(=O)CSc1nnc(C(C)C)n1CC returned GlmU inhibition 0.8%.
Nc1nc(SCC(=O)O)[nH]c(=O)c1NC(=O)c1ccccc1F was read as GlmU inhibition -4.0%.
For COc1ccccc1C(=O)O/N=C(/C)c1ccc(N2C(=O)C3CCCCC3C2=O)cc1 (centres undefined) the results were GlmU inhibition 1.4% and Mtb RmlCD inh 6.
`O=S1(=O)N=CN(Cc2cccc(F)c2)c2ccccc21` gave GlmU inhibition 9.0% and Mtb RmlCD inh 3.
`O=C(Nc1ccc2[nH]ccc2c1)c1ccccc1` gave GlmU inhibition 0.9% and Mtb RmlCD inh -12.
Screening O=C(Cn1c(=O)sc2ccccc21)Nc1ccc(S(=O)(=O)N2CCCC2)cc1 returned GlmU inhibition -1.6% and Mtb RmlCD inh -7.
`Cc1ccccc1NC(=S)N=Nc1c(O)n(C)c2ccc(S(=O)(=O)N3CCOCC3)cc12` gave GlmU inhibition 0.1% and Mtb RmlCD inh -7.
For COc1ccc(N(CC(=O)Nc2ccc3c(c2)OCO3)S(=O)(=O)c2ccccc2)c(OC)c1 the results were GlmU inhibition 2.0% and Mtb RmlCD inh 8.
O=C(/C(=C(/[O-])c1ccccc1)[n+]1ccccc1)c1ccc([N+](=O)[O-])cc1 was read as GlmU inhibition -2.8% and Mtb RmlCD inh -13.
Screening COc1ccccc1NC(=O)Nc1ncccc1C returned Mtb RmlCD inh 7.
COc1ccccc1N(C(=O)CNC(=O)c1ccco1)C(C(=O)NC1CCCC1)c1ccncc1 (centres undefined) was read as GlmU inhibition 0.2%.
`Cc1cc(C)n(-c2ncnc3sc(C)c(C)c23)n1` gave GlmU inhibition -3.2% and Mtb RmlCD inh 21.
For CCN(CC)c1ncnc2scc(C3COc4ccccc4O3)c12 (centres undefined) the results were GlmU inhibition 1.6%.
COc1cc(/C=N/NC(=O)c2c(-c3ccccc3)noc2C)cc(OC)c1OC was read as GlmU inhibition 1.8% and Mtb RmlCD inh -2.
For CN(C)c1ccc(/C=C/c2cc[n+]([O-])cc2)cc1 the results were GlmU inhibition 0.8% and Mtb RmlCD inh 2.
Screening CCCCN(C(=O)NC(=O)Nc1ccccc1C)S(C)(=O)=O returned GlmU inhibition 3.3% and Mtb RmlCD inh 5.
For COc1ccc(CNC(=O)C(c2ccncc2)N(C(=O)Cc2cccs2)c2cccc(C)c2)cc1 (centres undefined) the results were GlmU inhibition -1.3%.
CCn1cc(C(=O)OCC(=O)c2cc(C)n(-c3ccc(OC(F)F)cc3)c2C)c(=O)c2ccc(C)nc21 was read as GlmU inhibition -2.0%.
For CCOc1cc(C2Nc3ccccc3C(=O)N2c2ccccc2)c(Br)cc1OCC(=O)O (centres undefined) the results were GlmU inhibition 4.9% and Mtb RmlCD inh -6.
Screening C=CCN(C(=O)CNC(=O)c1ccco1)C(C(=O)NC1CCCCC1)c1ccccc1F (centres undefined) returned GlmU inhibition 3.2% and Mtb RmlCD inh 13.
`COc1cc(OC)c(C2=NOC(C(=O)NCCc3ccccc3)C2)cc1Cl` (centres undefined) gave GlmU inhibition -0.8% and Mtb RmlCD inh 32.
CCn1nc(NC(=O)c2ccco2)c2cc3cc(C)ccc3nc21 was read as GlmU inhibition -5.5% and Mtb RmlCD inh 11.
Cc1cnc([N+](=O)[O-])n1CCOC(=O)NC(=O)c1ccc(C(F)(F)F)cc1 was read as GlmU inhibition 0.5% and Mtb RmlCD inh 0.
`O=C1CCC(/C=C/c2ccccc2)=NN1Cc1ccc(Cl)c(Cl)c1` gave GlmU inhibition -3.6%.
For Cc1ccc2nc(C)c(C(=O)N/N=C/c3ccc(C(=O)O)cc3)cc2c1 the results were GlmU inhibition 6.8% and Mtb RmlCD inh 6.
For Cc1ccccc1Nc1cc2ccccc2c(=O)[nH]1 the results were GlmU inhibition -7.7% and Mtb RmlCD inh -10.
Screening CCc1sc(C(=O)Nc2ccsc2C(=O)OC)cc1Br returned GlmU inhibition 3.5%.
CCC(=O)c1c(NC(C)C)cc(C)oc1=O was read as GlmU inhibition -0.8% and Mtb RmlCD inh 10.
Screening O=C(CN1CCc2ccccc21)NC(=O)NCc1ccccc1 returned GlmU inhibition 7.6% and Mtb RmlCD inh 1.
CCOC(=O)CNc1nc(C#N)nc(N2CCOCC2)n1 was read as GlmU inhibition -5.0% and Mtb RmlCD inh 8.
CCN(CC)C(=O)CN(c1ccc(C)cc1)S(=O)(=O)c1ccc(SC)cc1 was read as GlmU inhibition -3.5% and Mtb RmlCD inh 2.
Screening Oc1ccc(-c2cnns2)c(O)c1 returned GlmU inhibition 5.2% and Mtb RmlCD inh 9.
For COc1ccccc1OCCSc1nc2ccccc2c(=O)[nH]1 the results were GlmU inhibition 2.0% and Mtb RmlCD inh -10.

A portion taken from the entries so far, as a working copy:
CCn1nc(NC(=O)c2ccco2)c2cc3cc(C)ccc3nc21 was read as GlmU inhibition -5.5% and Mtb RmlCD inh 11.
Cc1cnc([N+](=O)[O-])n1CCOC(=O)NC(=O)c1ccc(C(F)(F)F)cc1 was read as GlmU inhibition 0.5% and Mtb RmlCD inh 0.
`O=C1CCC(/C=C/c2ccccc2)=NN1Cc1ccc(Cl)c(Cl)c1` gave GlmU inhibition -3.6%.
For Cc1ccc2nc(C)c(C(=O)N/N=C/c3ccc(C(=O)O)cc3)cc2c1 the results were GlmU inhibition 6.8% and Mtb RmlCD inh 6.
For Cc1ccccc1Nc1cc2ccccc2c(=O)[nH]1 the results were GlmU inhibition -7.7% and Mtb RmlCD inh -10.

Following part.
`CCc1ccccc1NC(=O)c1noc(C(C)C)c1[N+](=O)[O-]` gave GlmU inhibition -9.3%.
Screening CCNC(=O)NC(=O)COC(=O)c1cccc(NS(=O)(=O)/C=C/c2ccccc2)c1 returned GlmU inhibition 3.2% and Mtb RmlCD inh 7.
Screening Cn1c(=O)oc2cc(S(=O)(=O)NCCC(=O)NCCc3ccc(Cl)cc3)ccc21 returned GlmU inhibition 1.4% and Mtb RmlCD inh -6.
`O=C(COc1ccc(/C=C\[N+](=O)[O-])cc1)N1CCOCC1` gave GlmU inhibition -0.6% and Mtb RmlCD inh 5.

Screening results: PubChem BioAssay, several laboratories
